KDM4C inh – KDM4C (human) demethylase inhibition. GST-KDM4C 2-372, H3K9me3 peptide, LANCE TR-FRET. inhibition, % at 12.5 µM. 96,000 compounds, 0.15% hits. Q9H3R0;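 active = mean replicate inhibition above about 25%, with at least 55% of replicates also reaching it, limit read from the data, passing the limit was not always enough; inconclusive = only one of those two conditions met; inactive = neither condition met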
Target sequence (Q9H3R0 2-372 limits assumed): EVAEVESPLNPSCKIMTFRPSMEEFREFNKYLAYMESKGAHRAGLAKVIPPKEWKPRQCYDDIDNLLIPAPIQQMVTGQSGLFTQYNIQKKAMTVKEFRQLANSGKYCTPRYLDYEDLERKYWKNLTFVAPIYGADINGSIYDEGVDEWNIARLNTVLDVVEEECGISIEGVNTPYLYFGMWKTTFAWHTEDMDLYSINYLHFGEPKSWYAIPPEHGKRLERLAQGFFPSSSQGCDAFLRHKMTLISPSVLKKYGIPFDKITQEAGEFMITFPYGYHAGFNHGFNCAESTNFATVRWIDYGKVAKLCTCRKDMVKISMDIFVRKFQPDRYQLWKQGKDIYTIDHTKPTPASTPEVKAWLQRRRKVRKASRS
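Material: N-terminal GST-fused human GASC-1 (KDM4C) fragment, residues 2-372. Input: 10 nM enzyme. Incubation: enzyme reaction 30 min, then detection 60 min, both room temperature. Doses: one test concentration per compound. Read-out basis: inhibition from TR-FRET ratio decrease. Detection: LANCE TR-FRET, excitation 340 nm, emissions 618 and 671 nm.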
Pf Dd2 growth – P. falciparum Dd2 growth inhibition. SYBR Green, 72 h; active compounds read low. activity change, % at 10 µM. 94,000 compounds, 2.3% hits. AID 1159554; in the data active = activity change below about -80%; inconclusive = no clear call, values can overlap the other calls
C diff HTS – inhibitors of Clostridium difficile growth. Clostridium difficile clinical isolate growth, OD600, 24 h; active compounds read low. growth activity, negative = inhibition, % at 16 µg/mL (by protocol). 86,000 compounds, 0.25% hits. AID 1259249;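 active = mean growth activity at or below -80% and every replicate also at or below -80%; inconclusive = mean at or below -80% but some replicate above -80%; inactive = mean growth activity above -80%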;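 also: 0% = DMSO wells and -100% = levofloxacin 16 µg/mL wells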
T cruzi growth – inhibitors of T. cruzi proliferation; inhibition, % at 8.34 µM; T. cruzi beta-gal in NIH3T3, GalScreen luminescence, 90 h; 77,000 compounds, 5.9% hits; AID 624255;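 active = mean inhibition above about 93%, with at least 55% of replicates each passing it, limit read from the data, passing the limit was not always enough; inconclusive = only one of those two conditions holds; inactive = neither condition holds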
Active calls of the source: *; ? = inconclusive; . = not tested or not shown; & = joins results of further samples.

SMILES	KDM4C inh	Pf Dd2 growth	C diff HTS	T cruzi growth
C[C@H]1CCCCO[C@@H](CN(C)S(=O)(=O)c2cn(C)cn2)[C@@H](C)CN([C@@H](C)CO)C(=O)c2cc(NC(=O)CCC(F)(F)F)ccc2O1	-0.7	1	-10	54
Cc1noc(C)c1NC(=O)Nc1ccc2c(c1)CC(=O)N([C@H](C)CO)C[C@H](C)[C@@H](CN(C)Cc1ccc(C(=O)Nc3ccccc3N)cc1)O2	-1.4	7	-8	56
C[C@@H]1CN([C@@H](C)CO)C(=O)c2cc(NS(=O)(=O)c3cccs3)ccc2O[C@@H]1CN(C)Cc1ccc(C(=O)O)cc1	2.2	11	-1	-18
CCS(=O)(=O)Nc1ccc2c(c1)C(=O)N(C)[C@@H]1CC[C@H](CC(=O)NCc3ccccc3F)O[C@@H]1CO2	1.2	.	-1	-2
C[C@@H]1CN([C@@H](C)CO)C(=O)c2cccc(NS(=O)(=O)c3cccs3)c2O[C@@H]1CN(C)Cc1ccccc1	0.9	1	-2	16
COc1ccc2c3c(n(C)c2c1)[C@H](CO)N(CC1CC1)CC31CCN(C(=O)CN(C)C)CC1	-0.2	-42	5	.
CO[C@H]1CN(C)C(=O)c2cc(NC(=O)Nc3cccc(Cl)c3)ccc2OC[C@@H](C)N(C)C[C@@H]1C	0.3	-5	-2	-110
COc1cccc(-c2ccc3c(c2)[C@H]2[C@H](CCN2C(=O)CN2CCOCC2)[C@@H](CO)N3)c1	-1.0	-16	-9	?
CN1C(=O)c2cc(NC(=O)Nc3ccccc3Cl)ccc2OC[C@@H]2O[C@@H](CC(=O)O)CC[C@@H]21	-0.2	-21	0	-2
CO[C@H]1CN(C)C(=O)c2ccc(NC(=O)C3CCC3)cc2OC[C@@H](C)N(C(=O)CN(C)C)C[C@@H]1C	0.2	17	3	-68
CN(C)C(=O)C[C@@H]1C[C@H]2c3cc(NC(=O)Nc4ccc(C(F)(F)F)cc4)ccc3O[C@H]2[C@@H](CO)O1	-1.3	9	1	-34
CCS(=O)(=O)N1CC(=O)N2[C@H](C1)[C@@H](c1ccc(-c3ccc(C)cc3)cc1)[C@@H]2CO	-0.6	-5	32	.
C[C@@H]1CN([C@@H](C)CO)C(=O)c2cccc(N(C)C)c2O[C@H]1CN(C)S(=O)(=O)c1cn(C)cn1	0.5	7	4	-41
O=C(C[C@@H]1CC[C@H]2[C@@H](COC[C@H](O)CN2Cc2cccc(C(F)(F)F)c2)O1)NCc1ccc(F)cc1	1.4	3	.	24
OC[C@H]1[C@@H](c2ccc(-c3ccc(F)cc3)cc2)[C@@H]2CN(Cc3ccccn3)CCCCN12	0.1	5	0	91
COc1ccc2c3c([nH]c2c1)[C@@H](CO)N(Cc1nccs1)CC31CN(C(=O)C2CCOCC2)C1	0.6	-68	-3	.
COc1ccc2c3c([nH]c2c1)[C@H](CO)N(C(=O)Nc1ccc(F)cc1)CC31CN(S(=O)(=O)c2ccccc2)C1	0.4	26	-2	.
C[C@H](CO)N1C[C@H](C)[C@@H](CN(C)Cc2ccc(Cl)c(Cl)c2)Oc2c(NC(=O)c3cnccn3)cccc2C1=O	-1.9	-27	29	28
C[C@H](CO)N1C[C@H](C)[C@@H](CN(C)Cc2ccccc2C(F)(F)F)OCc2ccccc2-c2ccccc2C1=O	.	-27	20	.
C[C@@H]1CN([C@@H](C)CO)C(=O)c2cc(NS(=O)(=O)c3ccccc3)ccc2O[C@H]1CN(C)C(=O)NC1CCCCC1	-0.4	-5	-3	17
C[C@H](CO)N1C[C@H](C)[C@H](CN(C)Cc2ccc(Oc3ccccc3)cc2)Oc2ccc(NC(=O)Cn3cnnn3)cc2C1=O	0.6	-2	-19	90
COCC(=O)N(C)C[C@H]1Oc2ncc(Br)cc2C(=O)N([C@H](C)CO)C[C@@H]1C	0.4	22	-3	.
CCC(=O)Nc1ccc2c(c1)C(=O)N(C)[C@@H]1CC[C@@H](CC(=O)Nc3cccc(OC)c3)O[C@H]1CO2	3.7	-7	-5	-13
C[C@@H]1CCCCO[C@@H](CN(C)C(=O)Nc2cccc3ccccc23)[C@H](C)CN([C@@H](C)CO)C(=O)c2cc(NS(=O)(=O)c3ccccc3)ccc2O1	-1.7	-2	.	.
O=C(C1CC1)N1C[C@@H]2[C@H](c3ccccc31)[C@@H](CO)N2C(=O)c1cccc(F)c1	-0.3	-2	-2	20
O=C(NC1CCCCC1)N[C@H]1C=C[C@@H](CC(=O)N2CCOCC2)O[C@H]1CO	-1.5	16	2	0
C[C@H](CO)N1C[C@H](C)[C@H](CN(C)S(=O)(=O)c2cccc(F)c2)Oc2ncc(-c3cc4ccccc4o3)cc2C1=O	-4.3	-56	9	.
O=S(=O)(Cc1ccccc1)N1CCCCN2[C@@H](CO)[C@H](c3ccc(-c4cncnc4)cc3)[C@@H]2C1	1.3	-18	-2	85
CN1[C@@H]2c3ccc(-c4ccncc4)c(=O)n3C[C@H]1[C@H](CO)[C@H]2C(=O)NC1CCCCC1	-0.5	1	-1	32
CCS(=O)(=O)N1[C@H](CO)[C@H](c2ccc(-c3cccc(F)c3)cc2)[C@@H]1C#N	1.1	71	13	41
CCC(=O)N1CC2(CN(Cc3nccs3)C2)c2c(n(C)c3cc(OC)ccc23)[C@H]1CO	0.8	9	-3	.
CN1C(=O)c2cc(NC(=O)c3ccc(C#N)cc3)ccc2OC[C@H]2O[C@@H](CC(=O)Nc3cc(F)ccc3F)CC[C@@H]21	-3.3	.	0	17
C[C@@H]1CCCCO[C@H](CN(C)C(=O)Nc2ccc(F)cc2)[C@@H](C)CN([C@H](C)CO)C(=O)c2cc(NC(=O)CCC(F)(F)F)ccc2O1	-0.1	15	.	46
CO[C@H]1CN(C)C(=O)c2ccc(NC(=O)C3CC3)cc2OC[C@H](C)N(Cc2ccccc2)C[C@H]1C	1.5	-17	.	63
COc1ccc(NC(=O)N(C)C[C@H]2OCCCC[C@H](C)Oc3ccc(NC(=O)Nc4ccc5c(c4)OCO5)cc3C(=O)N([C@@H](C)CO)C[C@H]2C)cc1	0.4	-72	0	.
CN1c2ccc(C#Cc3cccnc3)cc2[C@@H]2[C@@H](CCN2S(=O)(=O)c2ccccc2F)[C@@H]1CO	-1.3	-88*	0	101
C[C@@H]1CCCCO[C@H](CN(C)C(=O)Nc2ccc(C(F)(F)F)cc2)[C@@H](C)CN([C@@H](C)CO)C(=O)c2cc(NC(=O)NC3CCCCC3)ccc2O1	-2.2	-90*	6	121*
CCC(=O)N1C[C@H](O)COC[C@H]2O[C@@H](CC(=O)NCc3ccccc3Cl)CC[C@@H]21	-3.6	20	-1&-9	.
O=C(NCC1CC1)[C@H]1[C@H](CO)[C@H]2Cn3c(cccc3=O)[C@@H]1N2C(=O)c1cccnc1	1.3	12	-4	47
COc1ccc(NC(=O)Nc2ccc3c(c2)C(=O)N([C@@H](C)CO)C[C@@H](C)[C@H](CN(C)C)OCCCC[C@H](C)O3)cc1	0.4	.	0	-41
C[C@@H]1CN([C@@H](C)CO)C(=O)Cc2cc(N(C)C)ccc2O[C@@H]1CN(C)Cc1ccc(Cl)c(Cl)c1	.	0	0	67
O=C(NC1CCC1)[C@@H]1[C@@H](CO)[C@@H]2Cn3c(ccc(C4=CCCC4)c3=O)[C@@H]2N1C(=O)C1CCCC1	6.3	12	-5	6
C[C@@H]1CN([C@H](C)CO)C(=O)c2cc(-c3cccc(C#N)c3)cnc2O[C@H]1CN(C)Cc1ccncc1	2.0	-8	5	-16
C[C@H]1CN([C@@H](C)CO)C(=O)c2cc(/C=C/c3ccccc3)cnc2O[C@@H]1CN(C)S(=O)(=O)c1ccccc1	-1.7	-62	-6	127*
CO[C@@H]1CN(C)C(=O)c2cc(NS(C)(=O)=O)ccc2OC[C@@H](C)N(CCC(F)(F)F)C[C@H]1C	0.7	7	.	5
C[C@H](CO)N1C[C@H](C)[C@@H](CN(C)CC2CCCCC2)Oc2ccc(NC(=O)C3CC3)cc2CC1=O	-0.9	-6	3	-30
COc1ccc(S(=O)(=O)N(C)C[C@@H]2Oc3ccc(NS(=O)(=O)c4cccs4)cc3C(=O)N([C@H](C)CO)C[C@@H]2C)cc1	0.2	-52	3	19
O=C(C[C@@H]1C=C[C@H](NS(=O)(=O)c2ccc(F)cc2)[C@@H](CO)O1)NC1CCC1	-0.2	-17	-1	.
C[C@H]1CN([C@@H](C)CO)S(=O)(=O)c2ccc(Br)cc2O[C@H]1CN(C)CC1CC1	0.9	-7	0	.
O=S(=O)(c1ccccc1)N1CCCCN2[C@H](C1)[C@H](c1ccc(C#Cc3ccccc3)cc1)[C@@H]2CO	1.5	-64	6	?
C[C@@H]1CN([C@H](C)CO)C(=O)c2cc(NS(=O)(=O)c3cccs3)ccc2O[C@H]1CN(C)Cc1ccc(C(=O)Nc2ccccc2N)cc1	-1.3	-46	.	92
N#C[C@H]1[C@H](c2ccc(C3=CCCC3)cc2)[C@H](CO)N1c1nc(-c2ccccc2)cs1	-6.4	2	12	57
C[C@@H]1CCCCO[C@@H](CN(C)S(=O)(=O)c2cn(C)cn2)[C@@H](C)CN([C@@H](C)CO)C(=O)c2cc(NC(=O)CCCN(C)C)ccc2O1	0.3	14	3	4
C[C@H](CO)N1C[C@H](C)[C@H](CN(C)C(=O)Cc2cccnc2)Oc2cc(C#CC3(O)CCCC3)ccc2S1(=O)=O	-0.7	18	2	2
CCCNC(=O)C[C@@H]1CC[C@H]2[C@@H](COC[C@H](O)CN2Cc2cccc(F)c2)O1	1.1	1	1	35
C[C@@H]1CN([C@@H](C)CO)C(=O)c2cc(NC(=O)Nc3ccc4c(c3)OCO4)ccc2O[C@H]1CN(C)Cc1ccc(Oc2ccccc2)cc1	4.2	-10	7	-47
COc1ccc(NC(=O)N(C)C[C@@H]2Oc3ccc(NC(=O)Nc4ccc(C(F)(F)F)cc4)cc3C(=O)N([C@@H](C)CO)C[C@H]2C)cc1	0.8	-29	-2	5
CN1[C@@H]2c3ccc(/C=C/c4ccccc4)c(=O)n3C[C@@H]2[C@@H](CO)[C@@H]1C(=O)NC1CCCC1	1.7	-35	-5	.
COc1ccc(S(=O)(=O)Nc2cccc3c2O[C@@H](CN(C)Cc2ccc(C(=O)O)cc2)[C@@H](C)CN([C@@H](C)CO)C3=O)cc1	0.7	29	.	21
NCC[C@H]1CC[C@H](NC(=O)CCN2CCCCC2)[C@@H](CO)O1	0.9	19	1	.
Continuation:
SMILES	KDM4C inh	Pf Dd2 growth	C diff HTS	T cruzi growth
C[C@H](CO)N1C[C@H](C)[C@@H](CN(C)S(C)(=O)=O)Oc2ccc(NS(=O)(=O)c3cn(C)cn3)cc2C1=O	-0.9	16	.	38
C[C@H]1CCCCO[C@H](CN(C)S(C)(=O)=O)[C@@H](C)CN([C@@H](C)CO)C(=O)c2cc(N(C)C)ccc2O1	18	18	-3	33
C[C@@H]1CCCCO[C@H](CN(C)C(=O)Cc2ccccc2)[C@H](C)CN([C@@H](C)CO)C(=O)c2cc(NC(=O)Nc3cccc4ccccc34)ccc2O1	-1.6	-57	5	101*
C[C@H]1CCCCO[C@H](CN(C)C(=O)Nc2ccc3c(c2)OCO3)[C@@H](C)CN([C@@H](C)CO)C(=O)c2cc(NS(C)(=O)=O)ccc2O1	0.8	10	3	-29
COc1ccc(S(=O)(=O)Nc2ccc3c(c2)C(=O)N([C@@H](C)CO)C[C@H](C)[C@H](CN(C)Cc2ccc(Cl)c(Cl)c2)OCCCC[C@@H](C)O3)cc1	-0.1	-61	.	41
CN(C)C(=O)c1cccc(-c2ccccc2[C@H]2[C@H](C#N)N(C(=O)C3CC3)[C@H]2CO)c1	-0.3	7	17	.
C[C@@H]1CN([C@H](C)CO)C(=O)c2cccc(NS(=O)(=O)c3ccccc3)c2O[C@H]1CN(C)C	-0.5	28	-3	0

Sorted by formula weight (lowest first): 6 of the compounds above
SMILES	KDM4C inh	Pf Dd2 growth	C diff HTS	T cruzi growth
C[C@@H]1CN([C@H](C)CO)C(=O)c2cccc(NS(=O)(=O)c3ccccc3)c2O[C@H]1CN(C)C	-0.5	28	-3	0
C[C@H](CO)N1C[C@H](C)[C@@H](CN(C)S(C)(=O)=O)Oc2ccc(NS(=O)(=O)c3cn(C)cn3)cc2C1=O	-0.9	16	.	38
COc1ccc(S(=O)(=O)Nc2cccc3c2O[C@@H](CN(C)Cc2ccc(C(=O)O)cc2)[C@@H](C)CN([C@@H](C)CO)C3=O)cc1	0.7	29	.	21
C[C@H]1CCCCO[C@H](CN(C)C(=O)Nc2ccc3c(c2)OCO3)[C@@H](C)CN([C@@H](C)CO)C(=O)c2cc(NS(C)(=O)=O)ccc2O1	0.8	10	3	-29
C[C@@H]1CCCCO[C@H](CN(C)C(=O)Cc2ccccc2)[C@H](C)CN([C@@H](C)CO)C(=O)c2cc(NC(=O)Nc3cccc4ccccc34)ccc2O1	-1.6	-57	5	101*
COc1ccc(S(=O)(=O)Nc2ccc3c(c2)C(=O)N([C@@H](C)CO)C[C@H](C)[C@H](CN(C)Cc2ccc(Cl)c(Cl)c2)OCCCC[C@@H](C)O3)cc1	-0.1	-61	.	41

High-throughput results (PubChem BioAssay)
